Compound activity (PubChem)
ssDAF12 agonist – activates DAF-12 receptor from parasite S. stercoralis. HEK293 ssDAF-12/GRIP1 lit1-tk-luc reporter, luminescence; % of 3 µM dafachronic acid response. activation, % at 6.8 µM. 370,000 compounds, 1% hits. AID 652126;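 active = activation above the mean over all tested compounds plus 3 SD, cut at about 0.9% in these data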;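 also: 0% = DMSO-only wells and 100% = 3 µM delta7-dafachronic acid wells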
hgDAF-12 ag – hgDAF-12 agonism, primary luciferase screen; activation, % at 6.8 µM; HEK293 GAL4-hgDAF12 UAS-luciferase reporter, agonist luminescence; normalized to butyrate control; 370,000 compounds, 1.8% hits; AID 687014;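 active = activation above a cutoff set at the mean of all screened compounds plus 3 SD, cut at about 10% in these data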;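 also: 0% = DMSO wells and 100% = sodium butyrate wells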
NPR2 activator – GC-B (human) receptor activation. HEK293-GC-B cells, CNP EC30, cGMP TR-FRET; 0% at EC30 CNP, 100% saturating CNP. AID 1920062. activation, % at 10 µM. 370,000 compounds, 0.11% hits. P20594;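 active = activation at 10 µM reaching about 35% in either raw or pattern-adjusted values, limit read from the data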
NPR1 activator – GC-A (human) enzyme activation; P16066; HEK293 GC-A cells, cGMP TR-FRET, EC30 ANP; 0% at EC30 ANP, 100% saturating ANP; activation, % at 10 µM; 370,000 compounds, 0.14% hits; in the data active = activation above about 40%
HGIII-sPLA2 inh – Blocks human group III sPLA2 activity; Q9NZ20; QFRET BODIPY PC-A2 liposome hydrolysis, fluorescence; inhibition, % at 12.2 µM; 370,000 compounds, 0.56% hits; AID 743126;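 active = inhibition above mean plus 3 SD of compounds lying within the high and low control bounds, cut at about 19% in these data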;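 also: 0% = median of test compound wells and 100% = no enzyme DMSO wells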
Target sequence (Q9NZ20 whole entry, looked up): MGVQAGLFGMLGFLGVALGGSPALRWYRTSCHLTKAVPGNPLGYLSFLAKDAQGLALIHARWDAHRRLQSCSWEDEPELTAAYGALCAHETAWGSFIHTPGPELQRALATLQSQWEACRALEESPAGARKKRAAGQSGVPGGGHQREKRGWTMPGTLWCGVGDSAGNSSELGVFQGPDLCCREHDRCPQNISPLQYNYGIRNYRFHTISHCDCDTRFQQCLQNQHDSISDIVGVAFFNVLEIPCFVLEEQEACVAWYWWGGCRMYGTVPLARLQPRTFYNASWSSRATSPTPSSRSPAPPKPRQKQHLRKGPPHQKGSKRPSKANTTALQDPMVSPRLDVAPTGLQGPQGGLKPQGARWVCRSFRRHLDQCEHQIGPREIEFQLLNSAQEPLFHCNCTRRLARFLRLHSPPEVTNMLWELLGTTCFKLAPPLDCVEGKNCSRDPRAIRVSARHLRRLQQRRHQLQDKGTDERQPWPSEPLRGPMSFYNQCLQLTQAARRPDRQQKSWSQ
hcDAF12 agonist – activators of H. contortus DAF-12 nuclear receptor | HEK293 hcDAF-12 lit1-tk-luc reporter, luminescence; 0% DMSO, 100% Δ7-dafachronic acid | activation, % at 6.8 µM | 370,000 compounds, 1.4% hits;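 active = activation above the mean of all tested compounds plus 3 SD, cut at about 5.5% in these data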;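 also: 100% = response to 3 µM Δ7-dafachronic acid high control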
DAX1 inh-1 – inhibits human nuclear receptor DAX1; inhibition, % at 6.75 µM; AID 504766; 340,000 compounds, 0.99% hits; P51843; HEK293 Gal4-DAX1 luciferase reporter, luminescence;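 active = inhibition above the mean over all tested compounds plus 3 SD, cut at about 4.2% in these data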;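 also: 0% = DAX1-transfected cells with DMSO and 100% = empty-vector control cells with DMSO; inhibition shows as a rise in luminescence from relieved DAX1 repression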
Target sequence (P51843 207-470 limits assumed): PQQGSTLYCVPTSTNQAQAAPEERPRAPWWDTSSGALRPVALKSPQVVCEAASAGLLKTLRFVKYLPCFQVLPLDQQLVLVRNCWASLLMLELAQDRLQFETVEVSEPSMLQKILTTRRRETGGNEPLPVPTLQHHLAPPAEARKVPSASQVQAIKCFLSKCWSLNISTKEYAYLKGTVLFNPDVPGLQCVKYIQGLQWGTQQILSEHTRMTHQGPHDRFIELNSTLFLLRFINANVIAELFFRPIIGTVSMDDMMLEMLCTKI
FXN GAA850 act – frataxin GAA850 promoter activation | 360,000 compounds, 0.56% hits | AID 540364 | activation, % at 6 µM | HEK293 lucGAA850 FXN promoter luciferase reporter, 24 h; percent of 10 µM SAHA response;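 active = activation above the average of all compounds screened plus 3 SD, cutoff fixed separately per campaign, cut at about 7.5% in these data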;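 also: 0% = DMSO wells and 100% = 10 µM SAHA wells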
KLK7 zymogen act – activates the human kallikrein-7 zymogen | purified proKLK7, EDANS-DABCYL substrate fluorescence; 100% is mature enzyme control, 0% vehicle | activation, % at 7 µM | 370,000 compounds, 0.9% hits | AID 652039;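 active = activation above the mean of all tested compounds plus 3 SD, computed per campaign excluding outliers beyond control limits, cut at about 13% in these data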
Target sequence (P49862 whole entry, looked up): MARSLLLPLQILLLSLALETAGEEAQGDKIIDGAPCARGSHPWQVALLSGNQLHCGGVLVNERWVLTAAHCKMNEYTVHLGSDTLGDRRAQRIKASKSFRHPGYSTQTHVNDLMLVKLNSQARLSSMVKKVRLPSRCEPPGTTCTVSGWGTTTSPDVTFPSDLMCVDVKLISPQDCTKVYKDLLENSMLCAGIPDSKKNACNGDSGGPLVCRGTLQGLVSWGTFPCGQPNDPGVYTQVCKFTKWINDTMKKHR
SMARCA2 activ – SMARCA2 function activation, primary screen | MG213 cells, MMTV-luciferase reporter, dexamethasone, overnight | activation, % at 9.1 µM | 370,000 compounds, 1% hits; in the data active = activation above about 7.8%;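 also: 0% = vehicle wells and 100% = reference activator wells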
DAX1 inh-2 – DAX1 (NR0B1) inhibition, primary screen | HEK293T StAR-luciferase reporter, SF-1/DAX-1 repression relief | inhibition, % at 6.8 µM | 370,000 compounds, 1.1% hits | AID 652010;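 active = inhibition above the mean over all tested compounds plus 3 SD, cut at about 3.6% in these data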;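 also: 0% = DAX-1 cells with DMSO and 100% = cells lacking DAX-1 with DMSO; higher inhibition means more luminescence from relief of DAX-1 repression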
The depositor's hits bear a star; x = not tested or not shown.

SMILES	ssDAF12 agonist	hgDAF-12 ag	NPR2 activator	NPR1 activator	HGIII-sPLA2 inh	hcDAF12 agonist	DAX1 inh-1	FXN GAA850 act	KLK7 zymogen act	SMARCA2 activ	DAX1 inh-2
O=C(OCc1cn(-c2ccc(Cl)c(Cl)c2)nn1)c1ccccc1	-0.5	2.4	-2	-5	1	-0.3	1.8	1.1	0.5	1	-0.2
O=c1[nH]c(=O)n(C2OC(CO)C(O)C2O)cc1Br (stereo unspecified)	-0.8	0.9	2	-3	0	-0.6	-0.2	1.6	0.0	-1	0.2
CN(C(=O)c1ccc(Oc2ccc([N+](=O)[O-])cc2)cc1)C1CCCCC1	-1.7	-6.2	3	-1	9	-2.5	-3.4	1.8	-0.4	-7	-1.1
O=C(COC(=O)COc1ccccc1[N+](=O)[O-])Nc1ccc(S(=O)(=O)N2CCCCC2)cc1	1.2*	2.0	-5	3	-6	1.8	0.2	1.2	0.3	-4	0.4
Cc1cc(=O)oc2cc(OC(=O)c3ccccc3)ccc12	-0.7	1.1	2	4	8	-0.2	2.8	0.5	117*	1	0.3
CCOc1cccc(N2C(=O)CC(NNC(=O)c3ccc(Br)o3)C2=O)c1 (stereo unspecified)	-0.4	-0.9	-2	-2	-21	3.0	1.1	0.5	0.4	2	0.6
O=C1/C(=C/c2cccnc2)SC(=S)N1C1CCS(=O)(=O)C1 (stereo unspecified)	-0.1	1.0	4	0	4	-0.1	-0.5	-3.8	0.1	4	-0.4
CCC(=O)Nc1ccc(-c2nnc(SCC(=O)NCC3CCCO3)n2C)cc1 (stereo unspecified)	-1.3	-0.7	4	0	13	-1.5	0.5	2.2	-0.5	-4	0.1
O=C1O[C@@H]([C@H](O)CO)C(O)=C1O	-1.2	-1.6	-1	5	4	-1.8	-0.9	1.0	0.6	-4	0.5
O=C(NNC(=O)C1CCN(S(=O)(=O)c2cccc(C(F)(F)F)c2)CC1)C1CC1	-1.0	4.2	-4	1	-2	1.5	0.2	0.3	-0.8	0	0.2
Cn1c(=O)c2c(nc(Sc3ncccn3)n2Cc2ccccc2Cl)n(C)c1=O	-1.2	0.8	-12	-6	5	-1.9	0.7	-0.1	-0.3	-1	-0.3
O=C(Cc1cccs1)Nc1ccc2c(c1)C(=O)OC2	-1.3	0.2	-3	7	-1	-0.5	-0.3	-0.6	0.0	-4	-0.2
COc1ccc(CCNC(=O)CO/N=C/c2cc3c(cc2Br)OCO3)cc1OC	-1.6	0.4	-6	-5	-10	-3.0	-1.3	-1.6	-0.2	-5	0.9
COc1ccc(S[C@]2(C(=O)N3CCN(c4ncccn4)CC3)CC(=O)N(C(=O)Nc3ccc(C)c(Cl)c3)[C@@H]2c2ccc(OC)cc2)cc1	-1.2	1.2	2	3	-2	-1.4	x	x	0.1	-1	-0.3
CCCCCOc1cccc(C2C(C(=O)c3cccs3)=C(O)C(=O)N2CCN2CCOCC2)c1 (stereo unspecified)	-1.2	-0.3	-1	2	7	-0.3	-1.0	0.1	0.3	-5	0.3
Cc1ccc(CS(=O)(=O)CCC(=O)NCCC2=CCCCC2)cc1	0.2	0.7	1	0	-6	0.7	0.7	-0.5	-0.5	2	2.2
Cc1ccc(-c2cc(=O)c3cc(F)ccc3[nH]2)cc1	-1.2	4.2	6	0	-2	0.6	2.9	3.6	-0.3	2	0.9
COc1cccc(C(CC(=O)NCC2CCCO2)NS(=O)(=O)c2ccc(C)cc2)c1OC (stereo unspecified)	-1.5	0.6	1	-1	-8	-0.9	0.4	-0.1	-0.1	0	0.5
CC1CCCC(C)N1CCNC(=O)Cn1nc(-c2ccccc2)ccc1=O (stereo unspecified)	-0.9	3.4	9	0	-1	-0.5	-1.3	-0.6	0.2	1	0.2
COc1ccc(CCNS(=O)(=O)c2ccc(Br)s2)cc1	-1.0	1.4	-3	4	-21	0.3	0.6	1.9	0.1	0	-0.1
COc1ccc(C(=O)/C=C/c2ccc(OC)c(Cn3nnc4ccccc43)c2)cc1	-2.3	-4.3	-1	-5	-8	-3.7	-1.6	1.7	-42	-4	-2.0
CC(C)CC1C(=O)N(Cc2cn(CCC3OCCO3)nn2)CCS(=O)(=O)N1Cc1ccc(-c2ccccc2)cc1 (stereo unspecified)	-1.3	-1.8	-2	2	-29	-2.1	-0.5	1.7	0.3	-4	-1.3
O=C(O)Cn1c(Cc2ccccc2)nc2ccccc21	-1.3	3.5	-5	3	7	0.3	1.1	0.8	-0.7	-1	0.1
Cc1ccc(-c2csc(NC(=O)CSc3nc4ccccc4[nH]3)n2)cc1	-1.6	1.2	-5	11	-29	0.3	-0.3	0.7	0.8	-3	-0.9
CCOC(=O)c1c(-c2ccccc2)c(C(C)=O)c(=O)n(C)c1C	-1.2	2.1	0	2	1	1.6	0.1	-0.3	1.5	-2	-0.8

Look-ups from above:
CCC(=O)Nc1ccc(-c2nnc(SCC(=O)NCC3CCCO3)n2C)cc1 (stereo unspecified) @ ssDAF12 agonist = -1.3
O=C(Cc1cccs1)Nc1ccc2c(c1)C(=O)OC2 @ NPR2 activator = -3
COc1cccc(C(CC(=O)NCC2CCCO2)NS(=O)(=O)c2ccc(C)cc2)c1OC (stereo unspecified) @ DAX1 inh-1 = 0.4

Carrying on.
SMILES	ssDAF12 agonist	hgDAF-12 ag	NPR2 activator	NPR1 activator	HGIII-sPLA2 inh	hcDAF12 agonist	DAX1 inh-1	FXN GAA850 act	KLK7 zymogen act	SMARCA2 activ	DAX1 inh-2
CCn1nnnc1-c1ccc(OC)c(S(=O)(=O)N2CCCCC2)c1	-0.7	-2.1	4	3	-2	-2.3	-0.6	0.0	0.6	-2	-0.2
CCN(CC)CCOC(=O)c1ccc(Cl)cc1Cl	-1.3	-2.6	-1	0	5	-0.5	-0.3	0.6	0.2	-4	1.6
CC1CCCCC1NC(=O)CN1C(=O)c2cccc(N)c2C1=O (stereo unspecified)	-2.3	-0.9	3	8	-3	-1.6	0.0	-0.2	34*	-2	0.8
COc1ccc2[nH]c3c(c2c1)CCN1C(=O)C(CC(=O)NCCCN(C)C)C[C@H](C(=O)N2CCOCC2)[C@@]31CCC1CCCC1 (stereo partly specified)	-0.7	3.1	0	0	-9	-1.6	-1.2	2.3	-0.1	0	-0.5
O=C(O)CCCNS(=O)(=O)/C=C/c1ccccc1	-1.4	-4.0	3	4	1	0.5	0.3	-0.1	0.5	-1	-0.2
CN(CC(=O)Nc1ccccc1C(F)(F)F)C(=O)CCc1nc2ccccc2c(=O)[nH]1	-0.5	1.9	-3	2	4	0.8	0.4	2.1	-0.2	0	0.1
CCC(C)[C@H]1CNC(=O)C(=O)N1CCCCC1CCCCC1 (stereo partly specified)	-1.2	-1.7	4	5	-20	-0.7	x	x	-0.1	-3	-0.5
COc1cc2c(cc1OC)C(c1cc3ccc(C)cc3[nH]c1=O)N(C(=O)c1ccco1)CC2 (stereo unspecified)	-0.9	0.3	-5	0	-10	-1.4	0.3	2.1	0.0	11*	0.3
COc1ccc(NS(=O)(=O)c2ccc3c(c2)oc(=O)n3C)c(OC)c1	-1.5	-3.9	3	-1	1	-1.3	0.3	-0.4	0.4	2	-0.6
Cc1ccc(-c2csc(/C=C3/SC(C)C(=O)N3CC(=O)Nc3ccccc3F)n2)cc1 (stereo unspecified)	-1.4	-5.4	2	-9	6	0.6	0.1	-0.1	-1.2	-4	-0.2
COC(=O)c1cc(C)sc1NC(=O)CCc1ccccc1	-0.5	-1.7	-4	-26	3	-2.3	-0.2	1.1	-0.5	-3	-0.1
Cn1ccnc1SCC(=O)c1ccc(OC(F)F)cc1	-0.6	4.9	1	3	-13	1.1	3.1	2.6	-0.8	3	0.4
O=C(CSCc1cc(=O)n2ccsc2n1)Nc1ccc(F)cc1	-0.6	0.2	1	7	3	0.7	0.6	1.0	-0.6	-1	-0.2
COc1ccc(N/C=C/C(=O)c2ccc(OC)c(OC)c2)cc1	-1.3	-0.6	0	1	-22	-1.4	1.1	0.9	2.5	-1	0.1
O=C(CN1C(=O)NC(c2ccccc2)(c2ccccc2)C1=O)NCCc1ccc(F)cc1	-0.7	2.2	2	-2	-10	0.4	0.1	-2.5	0.1	-2	-1.5
CCOC(=O)CCNC(=O)Nc1cc2nc(C)n(Cc3cccc(Cl)c3)c2nc1C	-0.7	-0.2	6	0	-1	-3.0	-0.2	1.1	-0.3	-1	-0.6
O=C(O)C1Nc2c(O)cccc2C2C=CCC12 (stereo unspecified)	-0.4	-0.5	-1	-12	1	2.5	0.4	0.7	0.5	-4	0.0
Cc1cc(C(F)(F)F)n(-c2nc(C(=O)NNS(=O)(=O)c3ccccc3)cs2)n1	-1.7	3.3	-3	0	-22	0.0	-0.7	-0.6	0.1	0	0.3
CCOC(=O)C(Cc1ccc(OC)c([N+](=O)[O-])c1)NC(=O)CCC(=O)Nc1ccc(OC)cc1 (stereo unspecified)	-1.6	-0.5	0	3	-4	-1.2	x	0.2	-0.6	0	-0.1
CCCCCCCCN1C(=O)[C@@H](CC(=O)NCc2ccc(OC)c(OC)c2)C[C@@]2(C(=O)OC)C1=C[C@H](C(C)C)O[C@@H]2C1CC1	-1.9	1.9	5	-6	-18	-2.3	x	x	0.6	-3	-0.3
Cc1c(C(=O)NCc2ccco2)sc2nc(-c3ccccc3)cn12	-1.3	8.6	6	9	-1	2.1	1.5	18*	-0.1	-1	2.1
C=CCN1C(=O)C(C(C)CC)NC1=S (stereo unspecified)	-1.7	0.4	2	1	0	-0.2	-0.5	-1.1	0.2	0	0.8
CCc1ccc(OCC(=O)N(C)C2CCS(=O)(=O)C2)cc1 (stereo unspecified)	-1.2	3.5	2	2	-2	0.8	0.4	-0.9	0.3	-2	-0.4
CCN(CCn1cccn1)C(=O)CCc1nnc(C2(c3ccc(Cl)cc3)CCC2)o1	0.2	12*	-10	-14	-2	1.0	1.1	1.0	-0.1	5	0.8
CCc1cccc(C)c1NC(=O)c1ccc2c(c1)CCN2S(C)(=O)=O	-1.4	-3.1	-2	1	-1	1.4	-1.1	-0.4	0.8	-2	-0.1

Single records (already shown). Order of screens: ssDAF12 agonist, hgDAF-12 ag, NPR2 activator, NPR1 activator, HGIII-sPLA2 inh, hcDAF12 agonist, DAX1 inh-1, FXN GAA850 act, KLK7 zymogen act, SMARCA2 activ, DAX1 inh-2
Cc1cc(C(F)(F)F)n(-c2nc(C(=O)NNS(=O)(=O)c3ccccc3)cs2)n1 across the screens: -1.7, 3.3, -3, 0, -22, 0.0, -0.7, -0.6, 0.1, 0, 0.3
Cc1ccc(-c2csc(/C=C3/SC(C)C(=O)N3CC(=O)Nc3ccccc3F)n2)cc1 (stereo unspecified) across the screens: -1.4, -5.4, 2, -9, 6, 0.6, 0.1, -0.1, -1.2, -4, -0.2
CCCCCCCCN1C(=O)[C@@H](CC(=O)NCc2ccc(OC)c(OC)c2)C[C@@]2(C(=O)OC)C1=C[C@H](C(C)C)O[C@@H]2C1CC1 across the screens: -1.9, 1.9, 5, -6, -18, -2.3, x, x, 0.6, -3, -0.3
O=C(CSCc1cc(=O)n2ccsc2n1)Nc1ccc(F)cc1 across the screens: -0.6, 0.2, 1, 7, 3, 0.7, 0.6, 1.0, -0.6, -1, -0.2
